TDP2 absorb = human TDP2 enzyme inhibitors, primary screen, biochemical, epi absorbance, recombinant enzyme. T5PNP hydrolysis, p-nitrophenol absorbance 415 nm. inhibition, % at 12.8 µM. hit rate 0.34% among 370,000;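 active means inhibition above the mean of all tested compounds plus 3 SD, set per campaign, cut at about 25% in these data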;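 further: 0% = DMSO with enzyme and 100% = buffer with substrate but no TDP2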
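Material: recombinant human TDP2; quantity: TDP2 enzyme at 120 nM final; medium: Tris-HCl pH 7.5 with MgCl2; compound: single concentration, 12.8 µM nominal, with 1% DMSO; incubation: 2 h enzyme incubation at 37 °C; signal: epi absorbance; measure: percent inhibition; benchmarks: high control without enzyme, low control DMSO plus TDP2; repeats: singlicate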
NR1D1 modulator = modulators of Rev-erb alpha DNA binding, primary screen, biochemical, FITC-DNA, fluorescence polarization, uHTS | activity, % at 10 µM | Rev-erbα–FITC-DNA binding, 90 min | AID 1259318, 2017 | hit rate 0.79% among 370,000 | Nuclear receptor subfamily 1 group D member 1 (Homo sapiens), P20393;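 active means activity above about 14%, limit read from the data; passing the limit was not always enough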;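 further: 0% = DMSO wells with 35 nM protein and 100% = DMSO wells with 750 nM protein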
PG9 binder = binders of HIV-1 gp120 antibody PG9, primary screen, biochemical, TR-FRET; HIV-1 gp120 / PG9 antibody interaction; TR-FRET gp120-PG9 antibody binding; inhibition, % at 6.7 µM; hit rate 0.43% among 360,000; in the data active means inhibition above about 8.5%
HTRA1 inhibitor = HTRA1 serine protease inhibitors, primary screen, biochemical, fluorescence polarization, HTS; Q92743; recombinant HTRA1, FP-rhodamine activity-based probe; inhibition, % at 5.96 µM; hit rate 0.5% among 340,000; in the data active means inhibition above about 36%;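 further: 0% = enzyme with DMSO and 100% = wells lacking enzyme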
rCAG RNA binder = binders of r(CAG) RNA repeats, primary screen, biochemical, fluorescence; r(CAG) RNA repeat, TO-PRO-1 dye displacement fluorescence; inhibition, % at 3 µM; hit rate 1.3% among 370,000; AID 651821, 2012;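 active means inhibition above the plate cutoff, the mean of all test compounds on that plate plus 3 SD, cut at about 35% in these data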;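 further: 0% = DMSO alone and 100% = 100 µM mitoxantrone as full dye displacement; higher means more dye released from RNA so lower well fluorescence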
mABHD4 FP = ABHD4 inhibitors, primary screen, biochemical, fluorescence polarization, mouse | inhibition, % at 8.92 µM | purified mABHD4, FP-Rh probe fluorescence polarization | hit rate 0.54% among 370,000;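 active means inhibition exceeding the mean over every tested compound plus 3 SD, cut at about 30% in these data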;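 further: 0% = plate median of compound wells and 100% = S159A mutant with DMSO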
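System: mouse ABHD4 enzyme, wild type / Medium: HEPES pH 7.0, NaCl, Pluronic buffer / Reagent: FP-Rh activity-based fluorescent probe / Control set: S159A mutant high control, sample median low control / Detection: fluorescence polarization with parallel and perpendicular emission, 525/598 nm / Schedule: 45 min + 60 min at 25 °C / Compound dosing: 8.92 µM, single dose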
TCR-CD3 inh = inhibitors of human TCR-CD3 interaction, primary screen, biochemical, fluorescence, TAMRA-labeled TCR probe | hit rate 0.37% among 360,000 | inhibition, % at 9.4 µM | AID 651800, 2012; in the data active means inhibition above about 19%;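 further: recombinant mutant TCR 2C K166C tagged with TAMRA read by polarization; 0% = receptor in buffer alone and 100% = receptor with positive control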
LEDGF integ inh = blockers of LEDGF/p75-dependent integrase strand transfer – biochemical, TR-FRET, high throughput, primary screen; HIV-1 integrase (with human LEDGF/p75); TR-FRET IN-LEDGF/p75 DNA integration, Eu/Cy5; inhibition, % at 3.7 µM; hit rate 0.64% among 370,000; AID 743269, 2014;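 active means inhibition above the screen-wide mean plus 3 SD, cut at about 13% in these data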;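 further: signal is the Cy5 over europium emission ratio at 671 and 618 nm; 0% = plate median of compound wells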
SIAE inh = human SIAE inhibitors, primary screen, biochemical, fluorescence polarization, FP-Rh probe, 1536-well HTS. inhibition, % at 9.66 µM. SIAE FP-Rh probe binding. Sialate O-acetylesterase (Homo sapiens), Q9HAT2. hit rate 0.69% among 370,000;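 active means inhibition above a cutoff: mean of compounds within the control limits plus 3 SD of those, cut at about 17% in these data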;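 further: 0% = plate median of compound wells and 100% = probe without SIAE protein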
Target sequence (Q9HAT2 whole entry, looked up): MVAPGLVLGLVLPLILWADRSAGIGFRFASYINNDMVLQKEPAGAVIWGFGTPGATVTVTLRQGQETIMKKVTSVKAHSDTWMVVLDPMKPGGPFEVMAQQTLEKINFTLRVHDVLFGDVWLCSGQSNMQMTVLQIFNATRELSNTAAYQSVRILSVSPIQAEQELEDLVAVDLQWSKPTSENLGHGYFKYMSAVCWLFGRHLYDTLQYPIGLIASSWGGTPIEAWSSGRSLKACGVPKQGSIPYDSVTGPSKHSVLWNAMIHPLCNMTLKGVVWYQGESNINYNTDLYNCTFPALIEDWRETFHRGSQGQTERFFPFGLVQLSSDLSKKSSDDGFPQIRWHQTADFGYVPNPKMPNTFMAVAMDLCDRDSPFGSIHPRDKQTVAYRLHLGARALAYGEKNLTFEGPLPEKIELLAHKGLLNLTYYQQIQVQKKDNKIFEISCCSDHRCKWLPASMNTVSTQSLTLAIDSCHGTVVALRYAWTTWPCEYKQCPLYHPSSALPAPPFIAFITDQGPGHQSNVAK
PRMT1 inh = PRMT1 methyltransferase inhibitors, primary screen, biochemical, fluorescence polarization; Protein arginine N-methyltransferase 1 (Homo sapiens), Q99873; recombinant PRMT1, activity-based probe fluorescence polarization; inhibition, % at 2.79 µM; hit rate 1.3% among 370,000;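 active means inhibition above about 21% made by adding two undisclosed values, limit read from the data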
Target sequence (Q99873 whole entry, looked up): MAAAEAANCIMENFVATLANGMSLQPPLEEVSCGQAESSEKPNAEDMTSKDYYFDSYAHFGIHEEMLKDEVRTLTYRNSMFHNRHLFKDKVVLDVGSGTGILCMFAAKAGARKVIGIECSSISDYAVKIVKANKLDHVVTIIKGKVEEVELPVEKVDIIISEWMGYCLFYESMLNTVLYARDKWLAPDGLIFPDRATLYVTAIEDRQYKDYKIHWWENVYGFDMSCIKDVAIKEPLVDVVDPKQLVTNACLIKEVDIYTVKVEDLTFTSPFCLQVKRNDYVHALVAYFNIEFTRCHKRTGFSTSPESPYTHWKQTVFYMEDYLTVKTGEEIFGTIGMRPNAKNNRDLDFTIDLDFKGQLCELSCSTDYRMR
Numbers without * were called inactive; nt = no result given.

SMILES	TDP2 absorb	NR1D1 modulator	PG9 binder	HTRA1 inhibitor	rCAG RNA binder	mABHD4 FP	TCR-CD3 inh	LEDGF integ inh	SIAE inh	PRMT1 inh
C=C[C@@]1(C)CC(=O)[C@]2(O)[C@@]3(C)[C@@H](O)CCC(C)(C)[C@@H]3[C@H](O)[C@H](OC(C)=O)[C@@]2(C)O1	4	-1	-0.4	3	1	2	6	5	-3	-3
CC(=O)NC(C)C12CC3CC(CC(C(=O)O)(C3)C1)C2 (stereo not given)	0	1	-1.1	1	2	-5	-3	0	-1	0
CCN1CCN(Cc2nc3cc(NC(=O)COc4ccc([N+](=O)[O-])cc4)ccc3n2C)CC1	-2	-6	-0.4	4	-7	3	0	-5	-1	1
COc1ccc2c(c1)sc(N)[n+]2Cc1cc(C)cc2cccnc12	-6	3	-1.2	-1	11	2	-1	-2	-8	2
COc1ccc(-c2csc(/C(C#N)=C/Nc3cc4oc5ccccc5c4cc3OC)n2)cc1	3	-8	-1.0	0	1	2	6	-4	0	2
Cc1cc2cc(CNC(=S)Nc3ccc(OC(F)F)cc3)ccc2n1C	0	-4	0.7	52*	19	13	14	-4	4	10
c1ccc(-c2noc(COc3ccc4c(c3)OCO4)n2)cc1	1	-2	0.1	0	0	-3	-9	3	6	1
C=CCn1c(SCC(=O)N(C)CC(=O)Nc2ccc(C)cc2)nnc1-c1ccncc1	9	-10	-1.9	-2	1	-2	11	-2	-4	0
Cc1ccc(-c2[nH]ncc2/C=C(\C#N)C(=O)NC2CCCCC2)cc1	-13	2	-1.4	-43	1	-12	6	-1	-15	1
CS(=O)(=O)N1CCN(c2ccc(C(=O)N3CCOCC3)cc2[N+](=O)[O-])CC1	15	9	0.8	8	-2	-5	5	0	4	-4
CCc1cccc(CC)c1NC(=O)CCCSc1nc2ccccc2s1	2	3	-1.9	-8	-3	-3	4	-1	-1	3
O=C(Nc1ccnn1C1CCN(Cc2ccc(CO)o2)CC1)c1ccc2c(c1)OCO2	0	4	-2.2	3	3	-6	0	1	-1	0
COc1cc(OC)cc(-c2c(C#Cc3ccsc3)c3cc(-c4ccc(SC)cc4)ccc3n2C)c1	-10	34*	0.3	-1	9	4	-5	-2	-3	1
CCCCCC(=O)N1CCCC1	4	-5	-0.5	1	2	-2	8	-4	2	-6
CCCc1nc(SCC(=O)N2CCN(c3ccccc3)CC2)c2c(=O)n(C)c(=O)n(C)c2n1	9	-8	0.8	2	2	2	15	0	-6	6
C=CCN(CC=C)S(=O)(=O)c1ccc2nsnc2c1	5	0	0.0	-4	-4	3	3	0	6	0
COc1cccc(N(CC(=O)NCc2cccnc2)S(C)(=O)=O)c1	2	4	1.9	0	-3	3	-3	-1	0	5
CC(Sc1nnc(-c2ccccc2F)n1C1CC1)C(=O)NC(N)=O (stereo not given)	0	4	-0.5	2	-1	2	-2	-4	1	0
COc1ccc(CC(=O)NNC(=O)COc2ccc3ccccc3c2)cc1	-8	-5	-27	-4	11	-6	-7	-4	-9	1
Cc1ccccc1N=C1NN=C(c2ccccc2F)CS1	-8	-7	-0.2	-14	3	2	-1	-4	0	13
COc1ccc(-c2cc(=O)[nH]c(=O)[nH]2)cc1	7	0	-4.3	7	2	5	1	3	-7	-2
CCOC(=O)c1c(NC(=O)CSc2nncs2)sc(C)c1-c1ccccc1	3	5	-3.2	-40	8	-15	11	2	-3	-3
CCOC(=O)/C(C#N)=C/c1ccc(N2CCCCC2)cc1	2	10	-1.9	-4	1	11	15	0	3	-5
CC1CCN(C(=O)C(Cc2ccccc2)n2cccc2)CC1 (stereo not given)	6	-11	0.9	-1	0	4	-4	0	-2	6
CCN(C)Cc1c(C(=O)N2CCc3ccccc3C2)nc2ccc(Cl)cn12	1	-6	-3.5	3	-8	5	-2	-5	-3	6
Cc1cccc(-n2c(SCC(=O)NC3CCCC3)nnc2-c2ccoc2C)c1	7	0	-0.6	1	-11	3	5	-3	12	1
CC(C)C(=O)Nc1ccc(C(=O)NC2CCSC2=O)cc1 (stereo not given)	-5	0	0.1	-2	4	-4	-7	2	-3	9
Cc1cc(N2C(=O)C(O)=C(C(=O)c3cc4ccccc4o3)C2c2cccs2)no1 (stereo not given)	-3	0	9.3*	3	30	22	-2	2	-7	3
O=C([C@@H]1CCCN1C1=NS(=O)(=O)c2ccccc21)N1CCN(c2ccccc2)CC1	-4	-2	0.0	8	4	5	-2	1	0	1
CC1=C(C#N)C2(O)C(=O)c3ccccc3C2(O)N1 (stereo not given)	-12	0	0.3	6	-3	2	4	-10	-2	1
COc1ccc(C=O)cc1CSc1ncccc1C(=O)O	7	1	-1.3	6	3	-1	7	0	1	1
COc1ccc(-c2cc(=O)c3ccccc3s2)cc1	1	-3	-2.7	-25	4	1	4	-2	-2	-1
CCN(CC(=O)Nc1ccc(NC(C)=O)cc1)C(=O)CCN1C(=O)C2CC=CCC2C1=O (stereo not given)	1	-8	-1.4	0	-1	-3	7	2	-3	-2
CCOC(=O)N1CCN(C(=O)c2c[nH]c3ccc(S(=O)(=O)N(C)c4ccccc4C)cc3c2=O)CC1	4	5	1.4	-3	4	1	5	-1	3	3
Cc1ccc(NC(=O)c2cc3cccc([N+](=O)[O-])c3[nH]2)cc1	-6	7	-2.4	-12	14	4	5	1	1	-2
CCc1ccccc1OCC(=O)NCC1COc2ccccc2O1 (stereo not given)	-9	-2	-0.5	-9	0	-2	-2	0	0	-2
CC(C)[C@@H]1O[C@H](CCc2ccccc2)CC2=C1C(=O)OC(C)(C)O2	3	2	-1.1	nt	-1	-9	1	-3	-3	0
COc1cccc(CC(=O)Nc2nc3ccccc3[nH]2)c1	4	-2	-0.7	-5	0	-1	1	-1	-6	-4
Cc1cc(=O)c2ccc(Cl)cc2[nH]1	1	-5	0.3	0	2	1	5	2	-1	-2
O=C(NC1=NCCS1)c1cccc(Br)c1	-4	-3	0.7	5	-1	0	9	-3	-2	-3
CC(C)=CCc1c(O)ccc2c1OC(c1ccc(O)c(O)c1)CC2=O (stereo not given)	5	10	-2.4	23	11	13	-1	-6	-12	8
Cc1ccc(OCc2cc(C(=O)N3CCCC3)no2)cn1	1	-1	-0.7	9	-6	-1	-3	2	-2	2
O=C(COC(=O)c1ccco1)NCc1ccc(Cl)cc1	-2	3	-2.2	5	1	0	1	2	5	-2
O=C(Cn1nc(C(F)(F)F)cc1C1CC1)NCc1ccccc1F	5	7	-1.2	2	-2	-8	5	5	1	-2
O=C(CNC(=O)[C@@H]1Cc2ccccc2CN1)Nc1ccc2c(c1)OCO2	-7	1	0.2	2	1	5	3	-2	3	2
COc1ccc(NC(=O)CCCC(=O)OCC(=O)c2cccc(OC)c2)cc1	-8	2	-1.5	0	-7	4	0	-1	4	-3
N#Cc1cccc(OCC(=O)NC(=O)NCc2ccccc2)c1	0	-10	-2.1	-2	-4	4	-6	-2	-1	1
S=c1[nH]nc(-c2ccc(Cl)cc2)n1-c1ccc(Cl)cc1	-18	8	1.2	8	10	-5	4	4	4	12
O=C(c1ccc2c(=O)n(Cc3ccccc3)c(=S)[nH]c2c1)N1CCCC1	9	2	-1.3	1	3	-3	-1	0	4	-4
CC1CC(C)CN(S(=O)(=O)N2CCCC(C(=O)NCCCN3CCOCC3)C2)C1 (stereo not given)	2	-2	-0.7	4	-7	0	10	-3	1	-3
Cc1ccc(NC(=O)CCCCCN2C(=O)[C@@H]3Cc4ccccc4CN3C2=O)c(Cl)c1	10	2	-1.8	-16	1	-11	2	1	-2	0
CCC(C)n1ncn(-c2ccc(N3CCN(c4ccc(O)cc4)CC3)cc2)c1=O (stereo not given)	-2	4	-3.8	12	7	13	-3	-1	2	13

Molecules from the list above with a halogen (ten):
SMILES	TDP2 absorb	NR1D1 modulator	PG9 binder	HTRA1 inhibitor	rCAG RNA binder	mABHD4 FP	TCR-CD3 inh	LEDGF integ inh	SIAE inh	PRMT1 inh
Cc1cc2cc(CNC(=S)Nc3ccc(OC(F)F)cc3)ccc2n1C	0	-4	0.7	52*	19	13	14	-4	4	10
CC(Sc1nnc(-c2ccccc2F)n1C1CC1)C(=O)NC(N)=O (stereo not given)	0	4	-0.5	2	-1	2	-2	-4	1	0
Cc1ccccc1N=C1NN=C(c2ccccc2F)CS1	-8	-7	-0.2	-14	3	2	-1	-4	0	13
CCN(C)Cc1c(C(=O)N2CCc3ccccc3C2)nc2ccc(Cl)cn12	1	-6	-3.5	3	-8	5	-2	-5	-3	6
Cc1cc(=O)c2ccc(Cl)cc2[nH]1	1	-5	0.3	0	2	1	5	2	-1	-2
O=C(NC1=NCCS1)c1cccc(Br)c1	-4	-3	0.7	5	-1	0	9	-3	-2	-3
O=C(COC(=O)c1ccco1)NCc1ccc(Cl)cc1	-2	3	-2.2	5	1	0	1	2	5	-2
O=C(Cn1nc(C(F)(F)F)cc1C1CC1)NCc1ccccc1F	5	7	-1.2	2	-2	-8	5	5	1	-2
S=c1[nH]nc(-c2ccc(Cl)cc2)n1-c1ccc(Cl)cc1	-18	8	1.2	8	10	-5	4	4	4	12
Cc1ccc(NC(=O)CCCCCN2C(=O)[C@@H]3Cc4ccccc4CN3C2=O)c(Cl)c1	10	2	-1.8	-16	1	-11	2	1	-2	0

A portion of the library, so the mix of outcomes need not match the whole.
